rTrxR1 inhibitor: inhibitors of rat thioredoxin reductase 1. O89049. recombinant rTrxR1, NADPH fluorescence consumption, selenite substrate. Potency, µM (top dose mostly 114 µM), inactives show at the top dose activity change, negative = inhibition, hits mostly inhibitors. actives 1% (n = 390,000). AID 588453; note: potency is the fitted concentration of half-maximal effect; % is set by controls: 0 for no effect and ±100 for the full control effect; nearly all actives have a fitted effect of over 65% in size
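Rat TrxR1 (90 nM in the dispensed reagent) was pre-reduced with 400 uM NADPH for 5 min at room temperature, then incubated with compound for 15 min. After 400 uM selenite was added, NADPH fluorescence (Ex 340/Em 450 nm) was followed for 8 min.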
TrxR1 substrate: rat thioredoxin reductase 1 substrate activity; O89049; purified TrxR1 substrate turnover, NADPH consumption readout; Potency, µM (series often up to 114 µM), for the others: at the top dose activity change, negative = substrate turnover; actives 0.01% (n = 390,000); AID 588456; note: potency is the fitted concentration of half-maximal effect; % is set by controls: 0 for no effect and ±100 for the full control effect; nearly all actives have a fitted effect of over 50% in size
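Rat TrxR1, dispensed at 90 nM, was prereduced with 400 uM NADPH (final) for 5 min at ~22 deg C, then incubated with compound 15 min before 400 uM selenite. A first-read NADPH fluorescence drop versus no-compound background flagged substrates.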
PGK inhibitor: blocks T. brucei phosphoglycerate kinase | P07378 | PGK/GAPDH coupled, Kinase-Glo luminescence, 60 min | Potency, µM (highest dose often 57.5 µM), for the others: top-dose activity change, negative = inhibition, actives largely listed as inhibitors | actives 0.043% (n = 380,000); note: potency is the fitted concentration of half-maximal effect; % is set by controls: 0 for no effect and ±100 for the full control effect; nearly all actives have a fitted effect of over 60% in size
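Luminescent ATP detection (Kinase-Glo Plus) follows a 60-minute room-temperature incubation, with wells lacking PGK as controls. Buffer: 100 mM TEA (pH 7.6), 5 mM MgCl2, 0.01% Tween-20. Coupling enzyme GAPDH (100 nM final) supplies unstable 1,3-BPG in-well.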
USP1 inh: USP1/UAF1 (human) deubiquitinase inhibition; AID 743255; actives 0.23% (n = 390,000); O94782; recombinant USP1/UAF1, Ub-Rhodamine cleavage fluorescence; Potency, µM (doses to about 57.1 µM), for inactives: at the top dose activity change, negative = inhibition, most hits filed as inhibitors; note: potency is the fitted concentration of half-maximal effect; % is set by controls: 0 for no effect and ±100 for the full control effect; nearly all actives have a fitted effect of over 60% in size; inactives centre near -12
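Step one: compound is pinned into 1nM USP1/UAF1 in HEPES pH 7.8 buffer with TCEP. Step two: 15 min room-temperature incubation. Step three: Ub-Rho (150nM final) starts cleavage, tracked by fluorescence over six one-minute reads.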
HP1b chromo inh: blocks HP1-beta chromodomain binding to methylated histone tails; P83916; actives 0.56% (n = 390,000); Potency, µM (highest dose often 114 µM), inactives show at the top dose activity change, negative = inhibition, most hits filed as inhibitors; AlphaScreen HP1-beta / biotin-H3K9me3 peptide binding; note: potency is the fitted concentration of half-maximal effect; nearly all actives have a fitted effect of over 70% in size; inactives centre near 23
Target sequence (P83916 whole entry, looked up): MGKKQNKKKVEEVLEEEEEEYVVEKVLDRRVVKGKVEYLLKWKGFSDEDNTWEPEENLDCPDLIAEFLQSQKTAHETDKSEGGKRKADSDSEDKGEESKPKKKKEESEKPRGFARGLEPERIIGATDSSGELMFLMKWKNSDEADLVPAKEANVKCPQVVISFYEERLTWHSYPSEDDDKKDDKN
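AlphaScreen: HP1-beta (50 nM) preformed 30 min with biotin-H3(1-18)K9me3 peptide (50 nM) in PBS pH 7.4, 0.01% Tween-20. Compound added for 30 min at RT, then streptavidin donor/nickel chelate acceptor beads (10 ug/mL) for 30 min.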
GLS inhibitor: glutaminase GLS (human) inhibition; O94925; actives 0.21% (n = 410,000); GLS enzymatic activity, qHTS titration; Potency, µM (series often up to 45.5 µM), for the others: top-dose activity change, negative = inhibition, hits mostly inhibitors; note: potency is the fitted concentration of half-maximal effect; % is set by controls: 0 for no effect and ±100 for the full control effect
Target sequence (O94925 whole entry, looked up): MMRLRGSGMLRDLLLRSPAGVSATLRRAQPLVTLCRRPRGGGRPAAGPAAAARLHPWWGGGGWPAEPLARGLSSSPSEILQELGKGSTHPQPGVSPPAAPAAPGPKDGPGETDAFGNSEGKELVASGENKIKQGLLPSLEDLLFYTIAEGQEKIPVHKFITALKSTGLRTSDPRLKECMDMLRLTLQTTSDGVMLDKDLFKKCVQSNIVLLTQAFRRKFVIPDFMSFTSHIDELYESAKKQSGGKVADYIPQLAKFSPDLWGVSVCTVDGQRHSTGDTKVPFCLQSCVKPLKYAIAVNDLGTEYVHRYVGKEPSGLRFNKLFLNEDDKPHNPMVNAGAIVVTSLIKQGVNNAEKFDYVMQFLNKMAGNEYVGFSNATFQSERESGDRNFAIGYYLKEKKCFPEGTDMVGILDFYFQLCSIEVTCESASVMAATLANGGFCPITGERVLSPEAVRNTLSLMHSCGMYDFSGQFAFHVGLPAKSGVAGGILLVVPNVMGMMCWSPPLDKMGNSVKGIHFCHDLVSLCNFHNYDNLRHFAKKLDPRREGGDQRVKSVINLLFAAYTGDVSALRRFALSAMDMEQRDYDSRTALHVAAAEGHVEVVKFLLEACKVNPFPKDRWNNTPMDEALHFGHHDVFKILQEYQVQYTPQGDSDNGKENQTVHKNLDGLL
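hKGA in 45 mM KH2PO4 (pH 8.2), 0.02% Tween-20 with compound, then 1mM L-Glutamine (stock as added) plus glutamate oxidase/HRP/Amplex red coupling mix. Fluorescence read initially and after 30 min at RT; signal change reflects glutamate formation.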
IDH1 R132H inh: blocks human mutant IDH1 R132H enzyme; IDH1-R132H enzyme, NADPH consumption, diaphorase/resazurin fluorescence; AID 602179; actives 0.093% (n = 390,000); Potency, µM (doses to about 76.6 µM), for inactives: at the highest dose activity change, negative = inhibition, most hits filed as inhibitors; note: potency is the fitted concentration of half-maximal effect; % is set by controls: 0 for no effect and ±100 for the full control effect; nearly all actives have a fitted effect of over 65% in size
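IDH1-R132H (0.5 ug/mL dispensed) in pH 7.5 Tris buffer was preincubated 30 min with compound, then given a substrate mix of 0.016 mM NADPH and 2 mM alpha-KG for 80 min at room temperature; remaining NADPH was read by diaphorase/resazurin fluorescence.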
PI4K2A inh: PI4K2A (human) kinase inhibition; Q9BTU6; activity change, negative = inhibition, % at 76.9 µM; actives 0.13% (n = 420,000); purified PI4K2A, ADP-Glo luminescence, 1 h; hits give low values; AID 1346378; in the data active = activity change below about -50%; inconclusive = mostly about -30% to -49%;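 note: -100% = wells without enzyme as full effect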
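ADP-Glo luminescence measured ADP generated by PI4K2A enzyme (4 ug/mL before mixing) with 1.2 mM PI substrate (pre-mix) and 300 microM ATP (pre-mix). Tris pH7.5 buffer with MgCl2, Triton X-100; 1 h reaction at ambient temperature.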
Pin1 inhibitor: inhibitors of human Pin1; actives 0.009% (n = 390,000); Potency, µM (highest dose often 115 µM), for the others: top-dose activity, negative = inhibition, usual class: inhibitors; Pin1 FP peptide displacement, HiFluor488, 10 min; AID 504891; Q13526; active = well fitted inhibition curve with a large enough effect in the polarisation, with a control signal flat, not every such curve was filed as active; inconclusive = small, poorly fitted or top-dose-only effect, or effect the other way, or a change in a side signal; inactive = no such curve, though single readings can be large or run the other way; the % refers to the polarisation; note: potency is the fitted concentration of half-maximal effect; % is set by controls: 0 for no effect and ±100 for the full control effect
Target sequence (Q13526 whole entry, looked up): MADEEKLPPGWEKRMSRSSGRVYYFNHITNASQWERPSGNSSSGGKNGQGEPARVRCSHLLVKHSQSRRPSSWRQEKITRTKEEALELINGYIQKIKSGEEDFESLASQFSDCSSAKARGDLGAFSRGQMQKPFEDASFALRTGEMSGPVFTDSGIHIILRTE
* hit, by the source's call; i = inactive; ? = inconclusive; . = no result given; & = joins results of further samples; [ ] = dose if it differs, or a comment. Unless noted, calls come from the whole dose curve; as a rule, active = well fitted curve in the direction sought with a large enough effect; inconclusive = small, poorly fitted or top-dose-only effect, or another doubt; inactive = no such curve, though single readings can be large; an effect the other way counts as inactive or inconclusive. Not all compounds are listed. The share of hits here may be higher or lower than overall.

| Molecule | rTrxR1 inhibitor | TrxR1 substrate | PGK inhibitor | USP1 inh | HP1b chromo inh | GLS inhibitor | IDH1 R132H inh | PI4K2A inh | Pin1 inhibitor |
| --- | --- | --- | --- | --- | --- | --- | --- | --- | --- |
| C=CCc1ccccc1OCCSc1nc(-c2cccs2)nc2cc(=O)[nH]n12 | 28%[57.1 µM] | 23%[57.1 µM] | -4% | -24% | 16% | ? | ? | -3 | ? |
| O=C1CCN(Cc2ccc([N+](=O)[O-])cc2)CCN1[C@H](CO)c1ccccc1 | -1%&13% | -9%&-3% | 2% | -12% | 48%[activator] | -4% | -7% | -1 | 1% |
| O=C(NC1CCS(=O)(=O)C1)c1cc2c(=O)n3ccccc3nc2n1Cc1ccccc1 (centres undefined) | . | . | -4% | -20% | . | 0% | -3% | 1 | . |
| COc1ccc(CN2CNc3nc4ccccc4n3C2)cc1 | 0% | -2% | i | -18% | 41%[activator] | . | 1% | 1 | -3% |
| COc1ccccc1NC(=O)CSc1nnc(CNC(=O)c2cccs2)o1 | 28% | 9% | 1% | -21% | 52%[activator] | 2% | 12% | -5 | 0% |
| CCOC(=O)C1=C(C)NC(C)=C(C(=O)OCC)C1c1cccc(C)n1 | 5% | 12% | -6% | -10% | 38% | 12% | 0% | 2 | 0% |
| CC(C)(Oc1ccc(CCNC(=O)c2ccc(Cl)cc2)cc1)C(=O)O | -7%[57.1 µM] | 7%[57.1 µM] | -4% | -29% | 68%[activator] | 1% | -1% | 3&-3&0 | 0% |
| CCOC(=O)C(C)Sc1nc(-c2ccccc2)ccc1C#N (centres undefined) | 8% | -1% | 3% | -24% | 154%[activator] | 4% | 19% | 5 | 16% |
| O=C(CSc1nc(=O)n2ccccc2n1)N1CCN(c2ccccc2)CC1 | -7%[57.1 µM] | -6%[57.1 µM] | 3% | 3% | 37% | 20% | -16% | 1 | -3% |
| COc1ccccc1COCC(O)CN1CCN(S(=O)(=O)c2cccc(F)c2)CC1 (centres undefined) | -1% | 1% | 8% | -6% | ? | -6% | -8% | 8 | ? |
| O=C(Cc1ccccc1)NCC1CCCO1 (centres undefined) | 9% | 9% | -3% | -14% | 9% | 1% | -5% | 6 | 2% |
| O=C(O)Cc1ccc2c(c1)N(S(=O)(=O)c1cccc(C(F)(F)F)c1)CC(C(=O)O)O2 (centres undefined) | 19%[57.1 µM] | 9%[57.1 µM] | -5% | -20% | 15% | 13% | -6% | -4 | -2% |
| CC(C)[C@H](NC(=O)N1CCC(Cc2ccccc2)CC1)C(=O)O | 13% | 4% | -7% | -11% | 3% | 1% | 3% | 1 | 3% |
| Cc1cccc(S(=O)(=O)c2cn(Cc3ccccc3)c3cc(N4CCC(C)CC4)c(F)cc3c2=O)c1 | 15% | 27% | -9% | 2% | 12% | -3% | -8% | -1 | 14% |
| CC(=O)Nc1n[nH]c(=S)s1 | -22% | 1% | i | -3% | ? | ? | 5% | -13 | 0% |
| O=C(OC1C2CCC1C1CN(CCc3ccccc3)CC12)c1ccccc1 (centres undefined) | 21% | 5% | 5% | -18% | 29% | 11% | 6% | -2 | -3% |
| CC(=NNC(=O)CSc1nc2ccccc2o1)c1ccco1 | -8% | 1% | -7% | -10% | 24% | 1% | 1% | -3 | 0% |
| CCc1ccc2c(c1)C(=O)c1ccccc1C2=O | 2% | 5% | -15% | -20% | ? | 6% | 1% | -13 | -2% |
| c1cncc(C2SCCCS2)c1 | . | . | -4% | -11% | . | 0% | -4% | 2 | . |
| C=CCOc1ccc(Br)cc1/C=C1/SC(=Nc2ccc(C(=O)O)cc2)NC1=O | ? | 0% | ? | -22% | 19% | -14% | 52µM* | 0 | 60%[activator] |
| CN1CCN(Cc2c(O)ccc3c2oc(=O)c2ccccc23)CC1 | 10% | 0% | -9% | -7% | 20% | 22% | -1% | 5 | 3% |
| O=C(CCCCCn1c(SCC(=O)c2ccccc2)nc2ccccc2c1=O)NCc1ccco1 | 2% | 2% | -8% | -4% | 28% | . | -1% | 2 | 30%[activator] |
| O=C(COC(=O)/C=C/c1ccc([N+](=O)[O-])cc1)NC1CCCCC1 | 24% | -2% | 2% | -8% | 13% | 2% | 0% | 1 | 5% |
| COc1ccc(C(=O)NCc2nnc(SCC(=O)Nc3cccc(OC)c3)o2)cc1 | 8% | -8% | -8% | -4% | 31% | 14% | -11% | 5 | -2% |
| Cc1cccc(C(=O)NCC(=O)N(C)Cc2nc3ccccc3c(=O)[nH]2)c1 | 10% | 5% | -9% | -14% | 8% | 10% | 5% | -1 | -1% |

(continued)
| Molecule | rTrxR1 inhibitor | TrxR1 substrate | PGK inhibitor | USP1 inh | HP1b chromo inh | GLS inhibitor | IDH1 R132H inh | PI4K2A inh | Pin1 inhibitor |
| --- | --- | --- | --- | --- | --- | --- | --- | --- | --- |
| O=C(c1cccc(C(F)(F)F)c1)C1CCCN(C(=O)Cn2cncn2)C1 (centres undefined) | 17% | -2% | -8% | -17% | 13%[57 µM] | -5% | 9% | -5 | 4% |
| COc1ccc(CNC(=O)COC(=O)c2c[nH]c(=O)[nH]c2=O)cc1OC | -2% | 0% | 5% | -10% | 23% | -9% | 4% | -3 | -10% |
| COC(=O)c1c(NC(=O)CSc2nc3ccccc3c(=O)n2-c2ccccc2)sc(C)c1C | 16%[57.1 µM] | -25%[57.1 µM] | i | -4% | 19% | -7% | 5% | -2 | 7% |
| COc1cc2c(cc1OC)C(c1cccs1)N(C(=O)c1cccnc1)CC2 (centres undefined) | -6% | -8% | i | -20% | 21% | -1% | 0% | 2 | -11% |
| C1CN=C(NC23CC4CC(CC(C4)C2)C3)C1 | 24% | -2% | -7% | -2% | 2% | -3% | -8% | -2 | -1% |
| COc1ccc(Sc2nnc(Cc3ccccc3)c3ccccc23)cc1 | -29% | 2% | 0% | -5% | 29% | 4% | 10% | 12 | 3% |
| O=C(Nc1ccc(F)cc1)c1cnc(-c2ccccc2)nc1-c1ccccc1 | 9%[57.1 µM] | -1%[57.1 µM] | 0% | -8% | 26% | 4% | 0% | 2 | 4% |
| Cc1ccccc1NC(=S)N1CCN(Cc2ccc3c(c2)OCO3)CC1 | 5% | 4%[57.1 µM] | 1% | -24% | 15% | 6% | -4% | -5 | -2% |
| CC(=O)c1cccc(NC(=O)C(C)OC(=O)CCN=C2NS(=O)(=O)c3ccccc32)c1 (centres undefined) | 10% | 2% | -5% | -17% | 32% | -2% | 5% | 4 | 8% |
| Cc1cc(N(CC(=O)O)S(C)(=O)=O)ccc1Br | 0% | -4% | 2% | -10% | 33% | 7% | 1% | 29 | -3% |
| CCOC(=O)C1=C(COC(=O)c2cc(S(=O)(=O)N(C)C)ccc2C)NC(=O)NC1C (centres undefined) | 9% | -3% | -8% | 2% | 4% | 4% | 2% | 0 | 2% |
| CC(C)Cc1ccc(CN2CCCC(NC(=O)CCn3cnnn3)C2)cc1 (centres undefined) | -11%[57.1 µM] | -2%[57.1 µM] | -1% | 4% | 41%[activator] | 1% | -2% | -4 | 3% |
| CN(C)CCNC(=O)c1ccc(Cl)c2cc3ccccc3nc12 | 0% | 5% | -8% | 0% | 1% | 9% | 26% | -3 | -12% |
| C/C(=C\C(=S)Nc1ccccc1)Nc1cccc2ccccc12 | ? | 176%[activator] | i | -19% | -32% | -6% | 13% | -3 | 2% |
| COC(=O)c1oc2nc(C)cc(C)c2c1N | -4% | 133%[activator] | 7% | -24% | 13% | 4% | 9% | -4 | -3% |
| Cn1cc(Br)c(C(=O)Nc2sc3c(c2C(N)=O)CCC3)n1 | -8%[57.1 µM] | 0%[57.1 µM] | -1% | -16% | -12% | 2% | 4% | 0 | 10% |
| O=C(CSc1ccccc1C(=O)O)NC1CCCCCCC1 | 3% | 2% | 9% | 0% | 62%[activator] | 13% | -2% | -5 | -6% |
| Cc1ccc(CCN2CC(C(=O)NC(C)C)CC2=O)cc1 (centres undefined) | 13% | 2% | 0% | -25% | 41%[activator] | -3% | -3% | 7 | -8% |

Arranged by count of non-hydrogen atoms (rising): 4 of the compounds above
| Molecule | rTrxR1 inhibitor | TrxR1 substrate | PGK inhibitor | USP1 inh | HP1b chromo inh | GLS inhibitor | IDH1 R132H inh | PI4K2A inh | Pin1 inhibitor |
| --- | --- | --- | --- | --- | --- | --- | --- | --- | --- |
| COC(=O)c1oc2nc(C)cc(C)c2c1N | -4% | 133%[activator] | 7% | -24% | 13% | 4% | 9% | -4 | -3% |
| O=C(CSc1ccccc1C(=O)O)NC1CCCCCCC1 | 3% | 2% | 9% | 0% | 62%[activator] | 13% | -2% | -5 | -6% |
| CN(C)CCNC(=O)c1ccc(Cl)c2cc3ccccc3nc12 | 0% | 5% | -8% | 0% | 1% | 9% | 26% | -3 | -12% |
| COc1ccc(CNC(=O)COC(=O)c2c[nH]c(=O)[nH]c2=O)cc1OC | -2% | 0% | 5% | -10% | 23% | -9% | 4% | -3 | -10% |

IDH1 R132H inh: what is marked active above
| Molecule | rTrxR1 inhibitor | TrxR1 substrate | PGK inhibitor | USP1 inh | HP1b chromo inh | GLS inhibitor | IDH1 R132H inh | PI4K2A inh | Pin1 inhibitor |
| --- | --- | --- | --- | --- | --- | --- | --- | --- | --- |
| C=CCOc1ccc(Br)cc1/C=C1/SC(=Nc2ccc(C(=O)O)cc2)NC1=O | ? | 0% | ? | -22% | 19% | -14% | 52µM* | 0 | 60%[activator] |

Screening data from PubChem.
